hcGAS inh: inhibitors of human cGAS | inhibition, % at 12.5 µM | hit rate 0.081% among 290,000 | recombinant h-cGAS, ATP depletion, Kinase-Glo luminescence | AID 1259398;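 also: 0% = vehicle reaction and 100% = reaction without DNA for no activity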
Target sequence (Q8N884 whole entry, looked up): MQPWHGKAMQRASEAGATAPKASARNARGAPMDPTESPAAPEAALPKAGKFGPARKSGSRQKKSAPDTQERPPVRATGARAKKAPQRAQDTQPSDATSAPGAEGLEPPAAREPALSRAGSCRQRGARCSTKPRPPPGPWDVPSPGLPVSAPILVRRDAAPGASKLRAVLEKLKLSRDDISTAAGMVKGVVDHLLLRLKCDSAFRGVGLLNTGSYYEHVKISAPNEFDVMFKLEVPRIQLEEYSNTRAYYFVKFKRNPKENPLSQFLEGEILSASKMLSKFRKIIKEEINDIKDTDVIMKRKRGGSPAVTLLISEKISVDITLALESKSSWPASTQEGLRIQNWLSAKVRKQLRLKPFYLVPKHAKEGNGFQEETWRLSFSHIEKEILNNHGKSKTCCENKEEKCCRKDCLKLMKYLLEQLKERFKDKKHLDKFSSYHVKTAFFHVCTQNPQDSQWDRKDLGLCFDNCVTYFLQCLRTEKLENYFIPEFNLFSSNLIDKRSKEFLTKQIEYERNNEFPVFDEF
mcGAS inh: inhibitors of mouse cGAS; Q8C6L5; recombinant cGAS, Kinase-Glo ATP depletion luminescence; inhibition, % at 12.5 µM; hit rate 0.15% among 160,000; AID 1259399;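 also: 0% = negative control wells and 100% = reference inhibitor with no enzyme activity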
NPYLR7 ag: activates Aedes aegypti NPYLR7 receptor; HEK293T NPYLR7/Galpha15, GCaMP6s calcium fluorescence; activation, % at 10 µM; hit rate 0.15% among 270,000; in the data active = activation above about 40%;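 also: 0% = vehicle and 100% = reference agonist at the receptor; some compounds past the cut are filed as inactive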
Numbers without * were called inactive; . = no result given. Rule as the data show it, unless noted: active = inhibition above about 40%; inactive = the rest.

SMILES	hcGAS inh	mcGAS inh	NPYLR7 ag
CC1CCCN(C(=O)c2oc3ccccc3c2CSc2ncn[nH]2)C1 (centres undefined)	-14	.	2
CC(C)(CNC(=O)Nc1nc2c(s1)CCCC2)c1cccs1	-9	.	5
Cc1ccc(C(C)C)cc1S(=O)(=O)Nc1ccccn1	0	-6	10
O=C(c1ccc2oc(-c3cccc(F)c3)nc2c1)N1CCC(O)(c2ccccc2)CC1	-9	-11	2
Cc1cccc2ncc(C(=O)N3Cc4cnc(CC(C)C)nc4C3)c(=O)n12	-6	.	14
Cc1cc(NC(=O)CSc2nc3scc(-c4ccccc4)c3c(=O)n2-c2ccccc2)no1	-1	-4	0
COc1ccc2[nH]c3c(c2c1)CCN(C(=O)c1cc(Cl)cc(Cl)c1)C3c1ccc(-c2ccccc2C(F)(F)F)o1 (centres undefined)	-18	4	-5
O=C(Nc1c[nH]c2ccccc12)NC1CCCN(C2CCCCCC2)C1 (centres undefined)	-6	.	6
Cc1c(C(=O)N2CCN(C(=O)Nc3ccccc3F)CC2)cc(-c2ccccc2)n1-c1ccccc1Cl	-1	-2	-9
O=C(CSc1n[nH]c(-c2cccs2)n1)NC(=O)NC12CC3CC(CC(C3)C1)C2	-2	.	-2
Cn1cc(C(=O)NCc2cnc3c(c2)CCC3)ccc1=O	-4	-17	5
Cc1ccc(-n2nc(-c3ccccc3Cl)cc2C(=O)N2CCC(Cc3ccccc3)CC2)cc1	-11	-3	0
CCc1cccc(CC)c1NC(=O)CN1CC(C)OC(C)C1 (centres undefined)	-14	.	9
CCc1ccc(NC(=O)Cn2cnc([N+](=O)[O-])n2)cc1	-6	-7	-11
CC(C)CCCC1CN(C(=O)CCN2CCCCCC2=O)CCO1 (centres undefined)	-6	.	5
C=C(C)Cn1c(N2CCc3ccccc3C2)nc2c1c(=O)[nH]c(=O)n2C	-6	-5	4
O=C(Nc1cccc(F)c1)N1CCN(C(C(=O)N2CCOCC2)C2CCCC2)CC1 (centres undefined)	-6	-3	-2
CCn1cc2ccc(NC(=O)N(C)Cc3ccc(OC)c(F)c3)cc2n1	0	.	-7
O=C1CSc2nc(-c3cnccn3)nn21	-7	.	9
Cc1nc2ccc(C(=O)N3CCC(=O)N(CC4CC4)C(C(C)C)C3)cc2nc1C (centres undefined)	-1	-9	.
COc1ccc(C(=O)N2CCc3ccccc3C2c2ccccc2Cl)cc1 (centres undefined)	-9	-3	30
CN(C)C(=O)C1CN(C(=O)c2cccc(Oc3ccccc3)c2)c2ccccc2O1 (centres undefined)	-9	.	-8
CCCOC(=O)C1=C(C)N(C)C(=O)NC1c1cc(Br)c(O)c(OC)c1 (centres undefined)	-4	.	0
O=c1[nH]c(SCc2csc(-c3ccc(C(F)(F)F)cc3)n2)nc2ccccc12	-4	-5	7
C/C(=C/C(=O)N(C)C1CCC(C)CC1)c1ccccc1 (centres undefined)	1	-4	2

Record cards, from the list above. Values in the order: hcGAS inh | mcGAS inh | NPYLR7 ag
CCCOC(=O)C1=C(C)N(C)C(=O)NC1c1cc(Br)c(O)c(OC)c1 (centres undefined) in the list: -4 | . | 0
O=C(c1ccc2oc(-c3cccc(F)c3)nc2c1)N1CCC(O)(c2ccccc2)CC1 in the list: -9 | -11 | 2

Carrying on.
SMILES	hcGAS inh	mcGAS inh	NPYLR7 ag
c1ccc(Oc2ccccc2-c2cc(N3CCN(Cc4cccnc4)CC3)n3nccc3n2)cc1	-7	-3	-6
O=C(/C=C/c1ccccc1)Nc1cccc(C2SCC(=O)N2c2ccc(C(F)(F)F)cc2)c1 (centres undefined)	5	1	2
COc1ccc(-c2csc(-c3nnn(-c4ccccc4)c3C)n2)cc1	-5	-9	.
O=C1CSc2nnc(COc3ccccc3)n2N1Cc1cccc(C(F)(F)F)c1	-10	-6	.
COc1cccc(OCc2ccccc2)c1C(=O)NCCc1ccc(F)cc1	-7	.	-13
O=C(C1CCCN(c2nc3c(-c4ccccc4)csc3c(=O)[nH]2)C1)N1CCOCC1 (centres undefined)	1	.	-11
CCCSc1ncccc1C(=O)NCCOc1ccccc1	-5	-4	-4
CCCc1[nH]n(-c2ccc(Cl)cc2)c(=O)c1C1=C([n+]2cc(C)cc(C)c2)C(=O)N(CC(C)C)C1=O	-12	-10	8
Cc1cc(C)nc(SCc2cc(=O)c(OC(=O)c3cc(Br)ccc3Cl)co2)n1	-4	-3	-11
O=[N+]([O-])c1c(Sc2nnnn2-c2ccccc2)nc2ccccn12	-1	.	-5
O=C1CN(C(=O)COc2ccc(-c3ccccc3)cc2Cl)CCN1	-18	.	11
Fc1ccc(F)c(COC2CCCNC2)c1 (centres undefined)	1	.	23
COC(=O)c1c(-c2cccs2)csc1N	-6	.	2
COc1cccc(CCNC(=O)c2ccc(NC(C)C)nc2)c1	-2	-3	2
Cc1cc(S(=O)(=O)Nc2cc(-c3ccco3)nn2C2CCS(=O)(=O)C2)ccc1F (centres undefined)	-1	0	-2
CC1(C#CC(=O)O)CC1(Cl)Cl (centres undefined)	-4	.	6
COc1ccc(/C=C2/C(=O)NC(=O)N(C(C)(C)C)C2=O)cc1	-1	-7	-16
COc1ccc2c(c1)C1CC(C)(O2)N(C)C(=O)C1S(=O)(=O)c1ccc(C)c(C)c1 (centres undefined)	-14	-9	16
COc1ccccc1-c1nnc2ccc(OCCNS(=O)(=O)c3ccc(C)cc3)nn12	-2	-4	7
O=C(c1ccc2c3c(cccc13)CC2)C1CCCN(C(=O)c2ccc3c(c2)OCCO3)C1 (centres undefined)	-4	-8	2
NS(=O)(=O)c1ccc(-n2ncc(Cl)c(Cl)c2=O)cc1	-1	.	9
CC(C)CN(CC(=O)N(CCc1c[nH]c2ccccc12)Cc1ccc(F)cc1)C(=O)C(C)(C)CCl	-2	-5	0
O=C(C=Cc1nc2ccccc2o1)Nc1cc(S(=O)(=O)N2CCOCC2)ccc1N1CCOCC1	-6	.	2
CC(C)(C)NC(=O)C1CSCN1C(=O)c1cccc(CC#N)c1 (centres undefined)	-6	.	-4
CCN1CCCC1CNS(=O)(=O)N1CC(C)OC(C)C1 (centres undefined)	-10	.	7
SMILES	hcGAS inh	mcGAS inh	NPYLR7 ag
CCOc1ccccc1NC(=O)N(CC(=O)N1CCc2sccc2C1c1ccccc1)C(C)C (centres undefined)	0	1	-11
C=C(C)CSc1nnc(C)c(=O)[nH]1	-2	.	0
CCOC(=O)CN(Cc1cccc(C(N)=O)c1)C1CC1	-11	.	8
COc1ccc2c(c1)OCC(C=C1N=C(c3ccc(OC)c(OC)c3)OC1=O)=C2	-7	.	4
Cc1cc(C)c2oc(-c3ccc(C)c(NC(=O)c4ccccc4[N+](=O)[O-])c3)nc2c1	0	-5	9
CC(=O)NC1=NN(C(C)=O)C2(S1)C(=O)N(CCCOc1ccc(C)cc1)c1ccccc12 (centres undefined)	-1	-5	3
O=C(c1cc2n(n1)CCN(Cc1ccccc1F)C2=O)N1CCC2(CC1)OCCO2	-3	-5	18
O=C(OCC(=O)N1CCN(c2ccc(F)cc2)CC1)c1ccc(O)cc1	-4	-6	5
Cc1c(C(=O)N(CC(F)(F)F)C(C)C2CC2)oc2ccc(F)cc12 (centres undefined)	1	.	0
O=C(CN(C(=O)Nc1ccc(C(F)(F)F)cc1)C1CC1)N(CCc1c[nH]c2ccccc12)Cc1ccc(Cl)c(Cl)c1	-2	-4	15
CC1CCN(c2ccc(NC(=O)C(c3ccccc3)c3ccccc3)cc2C(=O)NCC2CCCO2)CC1 (centres undefined)	-17	-6	-4
CN=c1scc(-c2ccco2)n1N=Cc1sccc1C	-17	.	0
Cc1ccc(-n2ncc3c(=O)n(NC(=O)c4ccccc4[N+](=O)[O-])cnc32)cc1C	1	.	14
Fc1cccc(-c2nnn3c2nc(NCc2ccccc2Cl)c2ccccc23)c1	-6	-9	-7
Cn1cnc(S(=O)(=O)N2C[C@@H](F)C[C@H]2C(=O)N2CCCCC2)c1	-9	-6	.
C=CCNC(=O)CC1C(=O)NCCN1CC(c1ccccc1)c1ccccc1 (centres undefined)	1	.	0
Cc1ccc(CN(CCc2ccccc2)C(=O)CN(CC(=O)OCc2ccccc2)C2CC2)o1	-8	-6	4
CCc1nc2c(OCc3ccc(C(=O)N(C)C)cc3)cccn2c1N(C)C(=O)CC(C)C	0	-3	1
Cc1ccc(SCCC(=O)NCC2(C)CC2)cc1C	5	.	3
CN1CCN(c2ncncc2N2CCC(C(=O)NC3CCCCC3)CC2)CC1	-2	-3	.
O=C1CCCN1CCCNC(=O)N1CCCCC1C1OCCO1 (centres undefined)	5	.	0
O=C1CCC2(CCCO2)CCN1Cc1ccccc1-n1cccn1 (centres undefined)	-10	.	-2
CCOc1ccc(N(CC(=O)N2CCN(c3ccccc3OC)CC2)S(C)(=O)=O)cc1	-5	.	-6
FC(F)(F)c1ccnc(Sc2nnc(NC3CCCCC3)s2)n1	-6	-17	21
CCOC(=O)C1(Cc2ccccc2C)CCCN(C(=O)Cn2nc(C)nc2C)C1 (centres undefined)	0	-1	-1

Part of the list above, field by field:
mol: C=CCNC(=O)CC1C(=O)NCCN1CC(c1ccccc1)c1ccccc1 (centres undefined)
  hcGAS inh: 1	mcGAS inh: .	NPYLR7 ag: 0
mol: Cc1ccc(CN(CCc2ccccc2)C(=O)CN(CC(=O)OCc2ccccc2)C2CC2)o1
  hcGAS inh: -8	mcGAS inh: -6	NPYLR7 ag: 4
mol: CCc1nc2c(OCc3ccc(C(=O)N(C)C)cc3)cccn2c1N(C)C(=O)CC(C)C
  hcGAS inh: 0	mcGAS inh: -3	NPYLR7 ag: 1
mol: Cc1ccc(SCCC(=O)NCC2(C)CC2)cc1C
  hcGAS inh: 5	mcGAS inh: .	NPYLR7 ag: 3

Additional structures:
SMILES	hcGAS inh	mcGAS inh	NPYLR7 ag
Cc1nc(N2CCCCCCC2)ncc1C(C)NCc1cnn(C(C)C)c1 (centres undefined)	-10	.	12
COc1c2c(cc3c1C(c1c(O)c4ccccc4oc1=O)N(C)CC3)OCO2 (centres undefined)	-1	-6	3
CCOC(=O)N1CCC(NC(=O)c2ccccc2C2CCNC2)CC1 (centres undefined)	-2	.	-3
N#Cc1cc2cc3ccccc3nc2n2c(=O)c3ccccc3nc12	-11	-6	15
CCNC(=O)Nc1ccc(N(C)C)c(CN(Cc2ccco2)C(=O)c2cccs2)c1	-1	-2	0
Cc1ccc(Cn2c(Sc3nccc(C)n3)nc3c2c(=O)[nH]c(=O)n3C)cc1	-11	.	20
CC(C)(C)C(=O)COC(=O)c1ccc([N+](=O)[O-])o1	-4	.	-1
Cc1cc(NC(=O)Cc2ccccc2)n(-c2nc(-c3cccs3)cs2)n1	-3	-8	-10
Cn1cnnc1SCCNC(=O)c1cn(Cc2cccc(C(F)(F)F)c2)nn1	-10	-12	.
CC(C)(C(=O)N1CCCC1c1nnc2c(C(F)(F)F)cccn12)c1ccc(Cl)cc1 (centres undefined)	-3	.	-13
O=C(NNS(=O)(=O)c1cccc(Br)c1)c1ccco1	-11	8	9
COc1ccc(-n2c(-c3ccc(F)cc3)n[nH]c2=S)cc1	2	.	-9
Cc1c(C(=O)NC2CCCC2)sc2ncnc(NC[C@H]3C[C@@H]4C=C[C@H]3C4)c12	-6	-26	6
O[C@H]1CN(c2nccc(C3CCCC3)n2)C[C@@H]1N1CCCCC1	-6	.	5
COc1cccc(CN2CCCC(NCC3=Cc4cccc(OC)c4OC3)C2)c1 (centres undefined)	-6	.	13
C=CCn1nnnc1SCc1cccc(CSc2nnnn2CC=C)c1	-2	.	-2
CCc1c(C)nc(N)nc1N1N=C1SC(C(C)=O)=C(C)O	1	-1	-1
CC(/C=C1\N=C(c2cc(F)c(F)cc2Cl)OC1=O)=C\c1ccccc1	0	0	-10
COc1cccc(C(CN2CCN(S(=O)(=O)c3ccc(OC(F)F)cc3)CC2)OCc2ccc(C#N)cc2)c1 (centres undefined)	-5	-7	0
COCCC(C)NS(=O)(=O)c1cc(Cl)cnc1N (centres undefined)	1	4	-7
Cc1ccccc1S(=O)(=O)NC(=O)C1(C)CCN1C(=O)CC(c1ccccc1)c1ccccc1 (centres undefined)	3	.	0
COc1ncccc1-c1ccc(NC2CCCC2)nn1	3	.	-6
Cc1ccc(CNC(=O)c2ccc([N+](=O)[O-])s2)cc1	-6	-8	-3
NS(=O)(=O)N1CCN(C(c2ccccc2)c2ccccc2)CC1	-7	.	-3
N#Cc1cccc(-c2cnc(CN)[nH]2)c1	-5	.	2

Taken from above.
`COc1cccc(C(CN2CCN(S(=O)(=O)c3ccc(OC(F)F)cc3)CC2)OCc2ccc(C#N)cc2)c1` (centres undefined) @ hcGAS inh = -5
`N#Cc1cccc(-c2cnc(CN)[nH]2)c1` @ NPYLR7 ag = 2
`N#Cc1cc2cc3ccccc3nc2n2c(=O)c3ccccc3nc12` @ hcGAS inh = -11

Additional entries follow:
SMILES	hcGAS inh	mcGAS inh	NPYLR7 ag
Cc1ccc(-n2nc3c(c2NC(=O)c2ccc(S(=O)(=O)N(C)C)cc2)CSC3)cc1C	-3	.	-1
Cc1ccc2c(c1)CCN1C(=O)CN(C(=O)Nc3cc(F)cc4c3OCOC4)CC21 (centres undefined)	-9	-5	20
COCc1c(Br)c(C)nc(OCC(=O)N/N=C\c2ccc(OCc3ccc([N+](=O)[O-])cc3)c(OC)c2)c1C#N	-4	-5	0
Cn1cc(-c2nccc(CCC(F)(F)F)n2)cn1	-8	-13	2
Cc1ccc(N2C(=O)/C(=C/c3cc(Cl)c(OCC(=O)O)c(Cl)c3)C(=O)NC2=S)cc1	-1	3	-1
O=C(CSc1nc2ccccc2o1)NCc1n[nH]c(=O)c2ccccc12	-4	.	-5
CCN(CC)C(=O)c1sc(NC(=O)c2cc3ccccc3c(=O)o2)c(C#N)c1C	-2	-10	2
NC(=O)COc1cccc(CN2CCOC3(CNCCOC3)C2)c1 (centres undefined)	-8	-7	-3
CC(CCCC(C)(C)O)Nc1ccc(-c2nccn2C)nn1 (centres undefined)	-6	-17	-5

Rows were taken by chance; overall some 0.29% were active at least once.
